# ULK1 inh: inhibitors of human ULK1 kinase. O75385. AlphaScreen Atg13 phosphorylation by ULK1, luminescence. inhibition, % at 5.96 µM. hit rate 1.9% among 30,000; in the data active means inhibition above about 43%;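 further: 0% = median of compound wells and 100% = no enzyme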
# ASK1 primary: inhibitors of human ASK1 kinase | hit rate 0.99% among 22,000 | Q99683 | AlphaScreen MKK6 phosphorylation by ASK1, luminescence | AID 1159602 | inhibition, % at 7.44 µM; in the data active means inhibition above about 35%;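 further: 0% = median of compound wells and 100% = no enzyme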
# Target sequence (Q99683 whole entry, looked up): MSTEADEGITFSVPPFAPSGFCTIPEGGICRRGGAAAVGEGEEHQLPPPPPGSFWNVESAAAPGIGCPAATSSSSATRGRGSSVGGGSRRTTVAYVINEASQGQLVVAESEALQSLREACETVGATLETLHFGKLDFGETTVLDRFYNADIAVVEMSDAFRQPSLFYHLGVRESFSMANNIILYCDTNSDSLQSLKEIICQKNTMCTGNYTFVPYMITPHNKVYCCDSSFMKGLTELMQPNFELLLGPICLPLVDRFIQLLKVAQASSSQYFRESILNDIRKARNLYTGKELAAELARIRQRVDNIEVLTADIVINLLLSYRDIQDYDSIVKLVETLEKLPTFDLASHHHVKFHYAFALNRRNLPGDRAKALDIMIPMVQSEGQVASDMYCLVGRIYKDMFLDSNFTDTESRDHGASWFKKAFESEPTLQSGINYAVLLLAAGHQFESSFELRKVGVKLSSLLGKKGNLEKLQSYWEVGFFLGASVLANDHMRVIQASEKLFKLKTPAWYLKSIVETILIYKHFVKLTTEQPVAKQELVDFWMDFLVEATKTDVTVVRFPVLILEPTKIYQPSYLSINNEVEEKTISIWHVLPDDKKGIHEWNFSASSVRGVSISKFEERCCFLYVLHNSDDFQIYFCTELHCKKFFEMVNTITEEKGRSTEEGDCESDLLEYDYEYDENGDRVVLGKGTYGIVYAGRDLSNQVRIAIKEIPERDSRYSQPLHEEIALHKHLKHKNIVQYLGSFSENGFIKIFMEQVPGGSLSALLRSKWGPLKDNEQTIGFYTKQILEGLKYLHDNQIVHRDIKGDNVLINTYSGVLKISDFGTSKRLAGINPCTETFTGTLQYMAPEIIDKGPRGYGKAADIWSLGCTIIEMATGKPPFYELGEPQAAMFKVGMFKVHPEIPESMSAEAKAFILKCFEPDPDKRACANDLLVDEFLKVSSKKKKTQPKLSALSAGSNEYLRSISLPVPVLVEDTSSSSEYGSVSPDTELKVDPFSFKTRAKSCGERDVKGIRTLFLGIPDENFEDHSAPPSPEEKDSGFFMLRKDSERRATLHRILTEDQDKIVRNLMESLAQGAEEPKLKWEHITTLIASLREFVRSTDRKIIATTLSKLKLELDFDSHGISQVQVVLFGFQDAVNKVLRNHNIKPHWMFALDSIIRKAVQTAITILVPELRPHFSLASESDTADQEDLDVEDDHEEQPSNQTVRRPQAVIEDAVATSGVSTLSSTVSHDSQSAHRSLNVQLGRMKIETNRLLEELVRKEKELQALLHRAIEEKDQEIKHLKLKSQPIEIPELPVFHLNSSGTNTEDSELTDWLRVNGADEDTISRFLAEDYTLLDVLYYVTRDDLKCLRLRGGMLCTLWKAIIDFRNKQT
# * hit, by the source's call; . = no result given.
mol | ULK1 inh | ASK1 primary
CC(=O)Nc1ccc(Nc2ncnc3c2nc(-c2ccc(C(=O)NC4CC4)cc2)n3C(C)C)cc1 | -6.0 | 6.8
COc1cc(Nc2nc(NC3CCN(Cc4ccccc4)CC3)ncc2C)cc(OC)c1OC | -1.2 | 4.1
COc1ccc2c(c1)CC(c1nc3c(OCCN(C)C)cc(-c4cn[nH]c4)cc3s1)CO2 (centres undefined) | -26.7 | 31.3
OCC1CCCN1c1nc2ncnc(NCc3cccc(C(F)(F)F)c3)c2[nH]1 (centres undefined) | -6.4 | -4.3
COc1nc(Nc2cccnc2)nc(NC2CC2)n1 | 3.0 | -18.4
NC(=O)c1ccnc(Nc2ccc(-n3ccnc3)cc2)c1 | -0.1 | 3.0
COc1cc(-c2cn[nH]c2)ccc1NC(=O)N(C)Cc1ccccc1 | -10.3 | -5.0
Cc1cc(NCCc2ccc(O)cc2)nc(NC2CCC(O)CC2)n1 (centres undefined) | 2.0 | 6.8
O=C(Nc1cccc(Cl)c1)C(C(F)(F)F)C(F)(F)F | 6.5 | .
CCCNc1cc(C)nc(-c2ccc(OC)nc2)n1 | -3.5 | 5.6
Cc1cc(NC2CC2)nc(NC2CCC(O)CC2)n1 (centres undefined) | 1.4 | -18.0
Nc1nc(Nc2ccc(Oc3ccccc3)cc2)cc(-c2ccc(C(=O)NC3CC3)cc2)n1 | -36.2 | 1.6
c1ccc(Oc2ccc(-c3nc4ccc(-c5ccncc5)cc4[nH]3)cc2)cc1 | -10.1 | 3.6
C=CCn1c(C2COc3ccccc3O2)nc2ncc(-c3ccncc3)cc21 (centres undefined) | 2.0 | -9.5
NC(=O)c1ccc(-c2nc(C(=O)Nc3ccccc3)cs2)cc1 | 3.8 | 8.0
OC1CCC(Nc2nccc(NC3CCN(Cc4ccccc4)CC3)n2)CC1 (centres undefined) | 8.3 | 12.4
COc1cc(NC(=O)c2cccc(-n3cc(NC(=O)Nc4ccc(C)c([N+](=O)[O-])c4)cn3)c2)ccc1N1CCOCC1 | -30.9 | 31.6
O=C(Nc1ccc2[nH]ncc2c1)C1CCN(C(=O)Nc2ccc(Cl)cc2)C1 (centres undefined) | 17.8 | -16.4
CCOC(=O)N1CCN(c2ncc(-c3cc4ccccc4s3)cn2)CC1 | 1.3 | .
COc1ccc(CCNC(=O)c2cncc(-c3ccc(OC)cc3)c2)cc1 | -1.6 | 3.3

# Complete entries from above. Order of values: ULK1 inh	ASK1 primary
# Entry for COc1cc(-c2cn[nH]c2)ccc1NC(=O)N(C)Cc1ccccc1 → -10.3	-5.0
# Entry for NC(=O)c1ccnc(Nc2ccc(-n3ccnc3)cc2)c1 → -0.1	3.0
# Entry for O=C(Nc1cccc(Cl)c1)C(C(F)(F)F)C(F)(F)F → 6.5	.

# The list continues.
mol | ULK1 inh | ASK1 primary
Cc1cc(=O)n2[nH]c(-c3ccccc3)c(C)c2n1 | 11.3 | .
CN1CCN(C(=O)c2ccc(-c3cnn(-c4ccc(Br)cc4)c3)nc2)CC1 | -18.9 | .
CC(C)n1c(Nc2ccccc2)nc2c(NCc3ccccc3)ncnc21 | -17.8 | -6.4
CN(C)CCn1c([C@@H]2COc3ccccc3O2)nc2ccc(-c3cn[nH]c3)cc21 | 0.0 | 9.8
COc1cc(C=O)c(Br)c(Br)c1O | -3.5 | .
Cc1cnc(Nc2ccncn2)nc1Nc1ccc2c(c1)OCO2 | 9.6 | -4.9
O=C(Nc1ccc2c(c1)OCO2)c1ccc2nc(Nc3ccc(N4CCOCC4)cc3)sc2c1 | -8.4 | 22.9
OCCNc1nc(N2CCCC2CO)nc2c1ncn2-c1ccccc1 (centres undefined) | 9.8 | 0.8
Cc1nc(C)n(-c2ccc(Nc3nc(-c4cnn(C)c4)cc(N4CCN(C)CC4)n3)cc2)n1 | 3.7 | 3.9
CCNc1cc(Nc2ccccc2)nc(N)n1 | 12.8 | -5.6
Cn1c(Nc2nc(NCCc3ccc(O)cc3)c3ncn(-c4ccsc4)c3n2)nc2ccccc21 | -6.5 | -4.8
Cn1nccc1Nc1cc(C(=O)NCCOc2ccccc2)c2ccccc2n1 | -10.2 | 0.1
FC(F)(F)c1ccc(Cn2cnc3c(NC4CCN(Cc5ccccc5)CC4)nc(Cl)nc32)cc1 | -24.6 | 6.0
CCCn1cc(NC(=O)NCc2ccccc2)cn1 | -8.1 | -14.9
CCOc1ccc(CSCCN=C(N)N=C(N)N)cc1Cl | 12.6 | .
NC(=O)c1ccc(-c2cccc(C(=O)Nc3ccccc3)n2)cc1 | -8.7 | 2.3
COc1cc(OC)cc(C(=O)NNS(=O)(=O)c2ccccc2[N+](=O)[O-])c1 | -7.5 | .
CC(C)N(CCNc1nc(N2CCOCC2)nc2c1ncn2CCN1CCCC1=O)C(C)C | -1.2 | 9.4
Nc1cc(NCCCN2CCCC2=O)ncn1 | -6.1 | 1.7
CCN(CC)c1cc(-c2ccccc2F)nc(-c2ccncc2)n1 | -7.1 | .
CN1C(C(=O)Nc2ccccn2)=C(O)c2sc(Cl)cc2S1(=O)=O | 9.4 | .
FC(F)(F)c1ccc(Cn2cnc3c(NCCN4CCOCC4)nc(Nc4ccc(C(F)(F)F)cc4)nc32)cc1 | -36.4 | 4.9
COc1ccccc1NC(=O)c1sc(NC(=O)c2ccccc2)c(C#N)c1C | -2.9 | .
O=C(c1ccc2c(c1)CC(c1nc3ccc(-c4cn[nH]c4)cc3c(=O)[nH]1)CO2)C1CC1 (centres undefined) | 20.6 | -17.2
COc1nc(OC)nc(Sc2ccc(N)cc2)n1 | 7.5 | .
CC(=O)Nc1ccc(Nc2cc(Nc3nc4ccccc4n3C)ncn2)cc1 | 2.7 | -3.0
Cc1ccc(NC(=O)c2cccc(-n3cc(NC(=O)Cc4cccc(C)c4)cn3)c2)cc1 | -21.2 | -10.2
Cc1noc(C)c1-c1nc(Nc2ccccc2)c2ncn(-c3ccccc3)c2n1 | 4.4 | -0.3
Cc1noc(C)c1-c1cccc(C(=O)NCc2ccccc2)n1 | -6.1 | -10.5
CCCNc1cc(-c2c(C)noc2C)ncn1 | 5.5 | -2.1
CN(C)c1cccc(Nc2nc(C(=O)NC3CCN(Cc4ccccc4)CC3)cs2)c1 | 18.1 | 12.8
Cc1cnc(-c2ccc(N3CCOCC3)nc2)nc1Nc1ccccc1 | 43.9* | 0.1
Cc1cnc(-c2csc3ccccc23)nc1Nc1ccc(N2CCOCC2)cc1 | -11.4 | 42.5*
Cc1cc(NCCCN2CCCC2=O)nc(Nc2ccc(C(F)(F)F)cc2)n1 | -6.5 | 2.1
O=C(NCC(O)C(=O)N1CCOCC1)c1ccc(Nc2ccc3[nH]ncc3c2)nc1 (centres undefined) | -12.4 | 4.4
CC(=O)c1cccc(-c2nc(NCCN3CCOCC3)c3ncn(-c4ccccc4)c3n2)c1 | -28.5 | 3.2
O=C(NCc1ccccc1)c1cccc(Nc2nccc3ccccc23)c1 | -9.6 | -16.1
c1cncc(CNc2nc(Nc3ccc4ncccc4c3)nc3c2ncn3C2CCCCC2)c1 | 0.1 | 5.9
CN1CCN(c2cc(-c3cccnc3)nc(-c3ccncc3)n2)CC1 | 9.6 | .
CCc1cnc2c(c1OC)c(=O)n(CC(=O)N(CC)CC)c(=O)n2C | 9.9 | .

# Looked up by structure from the list above, three records:
mol | ULK1 inh | ASK1 primary
Cc1cc(NCCCN2CCCC2=O)nc(Nc2ccc(C(F)(F)F)cc2)n1 | -6.5 | 2.1
CC(=O)c1cccc(-c2nc(NCCN3CCOCC3)c3ncn(-c4ccccc4)c3n2)c1 | -28.5 | 3.2
CCc1cnc2c(c1OC)c(=O)n(CC(=O)N(CC)CC)c(=O)n2C | 9.9 | .

# (further entries)
mol | ULK1 inh | ASK1 primary
CN1CCC2(CC1)NC(=O)N(CC(=O)N1CCc3ccccc31)C2=O | 0.8 | .
OCCNc1nc(Nc2ccccc2)nc2c1ncn2C1CCCCC1 | -10.4 | 10.0
CCNc1nc(NCCOc2ccccc2)c2ncn(-c3ccccc3)c2n1 | -4.7 | -2.5
Cn1nccc1Nc1nc(NCCc2ccc(O)cc2)c2ncn(CCN3CCCC3=O)c2n1 | 20.5 | -6.7
COc1ccc(/C=N/NC(=O)C(=O)NC(C)(C)C)cc1OC | -4.6 | .
COc1ccc(CCNc2nc(Nc3ccc(-n4ccnc4)cc3)ncc2C)cc1 | 1.7 | -0.1
COc1cc2nc(-c3cccc(OC(F)(F)F)c3)nc(NCc3cccc(C(F)(F)F)c3)c2cc1OC | -47.3 | -7.7
COc1cc(NC(=O)c2ccc3nc(Nc4ccncn4)sc3c2)cc(OC)c1OC | 8.6 | 1.1
Cc1cc(NC(=O)c2cccc(-n3ncc4cc(Nc5ccccc5F)ccc43)c2)ccc1N1CCOCC1 | 0.9 | 8.0
CC(=O)Nc1ccc(Oc2ncc(-c3ccc(F)cc3)cn2)cc1 | -1.1 | .
O=C(Nc1cncc(-c2ccncc2)c1)C1Oc2cc3ccccc3cc2O1 | -20.3 | -1.2
COc1cc(NC(=O)C2COc3ccccc3C2)cnc1-c1cn[nH]c1 (centres undefined) | -11.0 | -4.6
O=C(NCCc1ccc(O)cc1)c1cccc(-c2csc3ccccc23)c1 | -24.1 | 20.2
c1ccc(Oc2ccc(Nc3cc(Nc4ccccn4)ncn3)cc2)cc1 | 5.5 | -8.7
CC(=O)c1cccc(-c2nc(Nc3ccccc3)c3ncn(CCN4CCCC4=O)c3n2)c1 | -29.3 | 10.0
NS(=O)(=O)c1ccc(NC(=O)C(Cl)Cl)cc1 | 3.5 | .
CCCNc1nc(NCCN2CCOCC2)nc2c1ncn2-c1ccccc1 | -9.2 | -1.3
O=C1OC2(c3ccccc31)c1cc(I)c(O)c(I)c1Oc1c2cc(I)c(O)c1I | 34.0 | .
Nc1nc(NCc2cccnc2)cc(NC2CCN(Cc3ccccc3)CC2)n1 | 8.7 | 7.5
O=c1c2c3c(sc2nc2n1CCCC2)CCCC3 | -3.3 | .
CCOc1ccnc2c1c(=O)n(CC#N)c(=O)n2C | 2.1 | .
C=CCNc1cc(-c2cccnc2)nc(-c2ccccn2)n1 | 5.3 | .
FC(F)(F)Oc1cccc(-c2nccc(NCCCN3CCOCC3)n2)c1 | 1.7 | 1.2
CCCNC(=O)c1csc(-c2ccc(C(=O)NC3CC3)cc2)n1 | 19.2 | 7.4
CC(C)CC1C(=O)Nc2cc(S(C)(=O)=O)ccc2N1C(=O)Cc1ccccc1Cl (centres undefined) | -3.3 | .
C/C=C/c1ccc(O)c(OC)c1 | 7.6 | .
COc1ccc(CCNc2ncnc3c2nc(Nc2ccc(N4CCOCC4)cc2)n3C(C)C)cc1 | -17.9 | 25.1
COc1ccc(-c2nc(NCc3cccc(C(F)(F)F)c3)c3ncn(-c4ccccc4)c3n2)cn1 | 0.3 | -1.4
Nc1nc(N2CCCC2CO)nc2c1ncn2CCN1CCCC1=O (centres undefined) | -2.7 | -9.9
O=C(O)CCC(=O)Nc1ccc2c(c1)C(=O)OC2 | 8.2 | .
CCCNc1nc(Nc2ccccc2)nc2c1ncn2CCN1CCCC1=O | 7.8 | -0.7
N#Cc1cc(-c2ccnc(Nc3ccc(N)cc3)n2)ccc1N1CCC(O)CC1 | 85.5* | 7.6
Cc1cnc(N2CCN(Cc3ccc4c(c3)OCO4)CC2)nc1NC1CCN(Cc2ccccc2)CC1 | 1.1 | 12.7
OCCNc1nc(-c2cccs2)nc2nc[nH]c12 | -4.6 | 21.7
c1cncc(-c2nc(NC3CCCCC3)cc(-c3ccncc3)n2)c1 | -8.4 | .
CN(C)c1cccc(Nc2nc(NCCCN3CCCC3=O)c3ncn(C4CCCCC4)c3n2)c1 | -1.8 | 12.9
O=C(NCCc1ccc(O)cc1)c1ccc2nc(Nc3cnccn3)sc2c1 | 16.9 | 7.8
CN(C)CCOc1cc(-c2ccnc(N)n2)ccc1NC(=O)[C@@H]1COc2ccccc2O1 | 3.2 | 5.1
Oc1ccc(CCNc2nc(Nc3ccncn3)nc3c2ncn3-c2ccsc2)cc1 | 6.7 | -7.9
Cc1ncn(-c2ccc(Nc3nccc(NC4CCN(C(=O)OC(C)(C)C)C4)n3)cc2)n1 (centres undefined) | -6.4 | -1.9
CC(C)n1cnc2c(NCCOc3ccccc3)nc(Cl)nc21 | -15.7 | -1.4
Cc1ncn(-c2ccc(Nc3cc(-c4cnn(C)c4)c(F)cn3)cc2)n1 | -2.1 | -11.7
CN1CCN(C(=O)c2ccc(-c3nc(NCCCN4CCCC4=O)c4ncn(CCN5CCCC5=O)c4n3)cc2)CC1 | -3.2 | -2.9
COc1ccc(Cc2cnc(NC(=O)CCl)s2)cc1 | 11.5 | .
COc1ccc(CCNc2nc(NCCN3CCOCC3)nc3c2ncn3C2CCCCC2)cc1 | -3.0 | -16.0
O=C1CCCN1CCn1cnc2c(NCCO)nc(Nc3ccc4ncccc4c3)nc21 | 32.4 | 9.1
CN(CCO)c1nc2c(c(=O)n(C)c(=O)n2C)n1C | 0.1 | .
O=C1CCCN1CCn1cnc2c(NCCO)nc(N3CCOCC3)nc21 | -5.8 | 2.4
COc1ccc(-c2nc(NCCN3CCOCC3)c3ncn(CCN4CCCC4=O)c3n2)cc1 | 3.4 | 10.5
NC(=O)c1ccc(-c2nc3ccc(C(=O)NCCOc4ccccc4)cc3s2)cc1 | -1.3 | 1.5
C#C[C@]1(OC(C)=O)CCC2C3CCC4=CC(=O)CC[C@@H]4C3CC[C@@]21C (some centres undefined) | -17.7 | .
O=C(NCCN1CCOCC1)c1csc(Nc2ccncn2)n1 | 5.8 | -1.4
Cc1cc(NCc2ccccc2)nc(Nc2cnccn2)n1 | 4.5 | -1.7
O=C(Nc1ccc(N2CCOCC2)cc1)c1cccc(-n2cc(NC(=O)C3CCc4ccccc43)cn2)c1 (centres undefined) | -18.2 | -5.5
Cc1cccc(-c2nccc(NCCCN3CCOCC3)n2)c1 | 0.1 | 0.8
c1ccc(Oc2ccc(Nc3ccnc(Nc4ccccn4)n3)cc2)cc1 | -2.7 | 4.6

# Printed as active in ASK1 primary (from the list above):
mol | ULK1 inh | ASK1 primary
Cc1cnc(-c2csc3ccccc23)nc1Nc1ccc(N2CCOCC2)cc1 | -11.4 | 42.5*

# Assay outcomes: PubChem BioAssay, The Scripps Research Institute Molecular Screening Center
